Pf Dd2 growth: qHTS Primary assay for Inhibitors of Plasmodium falciparum Dd2 growth in vitro; Potency, µM (highest dose often 28.9 µM), inactives show at the top dose activity, negative = inhibition, usual class: inhibitors; 120,000 tested, 4.3% active; P. falciparum Dd2 growth, SYBR Green, 72 h; active means well fitted inhibition curve with a large enough effect; inconclusive means small, poorly fitted or top-dose-only effect; inactive means no such curve, though single readings can be large or run the other way;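 further: plate controls were DMSO vehicle for no effect and reference drug for full effect; nearly all actives have a fitted effect of over 65% in size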
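Readout: SYBR Green fluorescence, 485 nm excitation, 535 nm emission, after ~16 h lysis at 37C. Before that, Dd2-infected red cells (2.5% hematocrit) grew 72 h with compound, 29 uM top final concentration.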
Active calls of the source: *; i = inactive; ? = inconclusive; [ ] = another dose, or the depositor's remark. Potency means the concentration at half of the fitted maximal effect. An excerpt (hit frequency here may not be typical).

SMILES	Pf Dd2 growth
COc1ccc(-c2noc(-c3cccn3CC(=O)Nc3cc(Cl)ccc3OC)n2)cc1F	4µM*
COc1cccc(N2CC(C(=O)NC(C)C)NC2=O)c1 (stereo unspecified)	29%[44.1 µM]
CCCN(CC1CCOC1)C(=O)c1ccccc1C(F)(F)F (stereo unspecified)	?
COc1cccc2cc(-c3csc(-c4ccc(Cl)cc4)n3)c(=O)oc12	3%
Cc1ccc(Cl)cc1N1CCN(c2nc3ccc(C(=O)c4ccccc4)cc3n3cnnc23)CC1	-4%
N#Cc1ccc(CN2CCC3(CN[S+](=O)([O-])c4ccccc4N3)C2)cc1 (stereo unspecified)	-8%
O=S(=O)(c1ccc(Br)cc1)c1nc(-c2ccco2)oc1SCc1ccccc1F	-8%
CCN1C(=O)C2CC3(CCN(C(=O)c4ccncc4)CC3)CN2C1=O (stereo unspecified)	5%
Cc1ccc(-c2nc(CS(=O)(=O)CC(=O)Nc3ccc(Br)cc3F)c(C)o2)cc1	-21%
Clc1ccccc1CNCCCSc1nnnn1-c1ccccc1	0%
Cc1cccc(CNC(=O)c2noc(-c3ccc4c(c3)OCO4)n2)c1	i
CCn1nc(C(C)C)cc1C(=O)N1C[C@@H]2CCN(C)C[C@]2(C(=O)O)C1	2%
COC(=O)c1cccc(NC(=O)CCNc2c(C)nc3cnccn23)c1	-10%
CCOc1ccc(C2Cn3nnc(-c4nc(-c5cccc(OCC)c5)no4)c3CO2)cc1 (stereo unspecified)	?
OC[C@@H]1CN(C2CCCC2)C[C@H]1c1nc(-c2cccnc2)no1	-12%
O=C1NC(=NC2CCCC2)C2(CCCN([S+](=O)([O-])c3cccs3)C2)N1c1cc(F)cc(F)c1 (stereo unspecified)	?
Cc1ccc(NC(=O)c2cc3n(n2)CC(c2ccc4c(c2)OCO4)OC3)cc1F (stereo unspecified)	i
CCOC(=O)C1CCN(C(=O)Cn2ncc3c([nH]c4ccccc43)c2=O)CC1	77%[activator]
CC(=O)N[C@@H]1CN(C(=O)CCCS(N)(=O)=O)C[C@H]1c1ccc(C)cc1	-2%
O=C(O)c1cccc(C2CCCN(C(=O)c3ccccc3-c3ncn[nH]3)C2)c1 (stereo unspecified)	-1%

Structures above that contain an aryl methoxy group, in the order listed:
SMILES	Pf Dd2 growth
COc1ccc(-c2noc(-c3cccn3CC(=O)Nc3cc(Cl)ccc3OC)n2)cc1F	4µM*
COc1cccc(N2CC(C(=O)NC(C)C)NC2=O)c1 (stereo unspecified)	29%[44.1 µM]
COc1cccc2cc(-c3csc(-c4ccc(Cl)cc4)n3)c(=O)oc12	3%

Other records:
SMILES	Pf Dd2 growth
COCCN1CC(Cc2cccc(-c3nnc(C)s3)c2)CC1=O (stereo unspecified)	-9%
Cc1cnc(C2CCOCC2)n1C1CCCN(C(=O)COc2ccc(F)cc2)C1 (stereo unspecified)	i
COc1cc(C2c3c(oc4ccc(F)cc4c3=O)C(=O)N2Cc2ccc3c(c2)OCO3)ccc1O (stereo unspecified)	-12%
O=C(NCCc1c[nH]c2ccccc12)c1cnc2c(c1)N(C(=O)CCc1ccccc1)CCC2	?
CN1[C@@H](CCC(=O)NCc2ccco2)CNC(=O)[C@@H]2[C@H]1CCN2Cc1cccc(OC(F)(F)F)c1	i
O=C(Cc1ccccc1)N1Cc2ccccc2CC2(CCCN2Cc2ccncc2)C1 (stereo unspecified)	8.9µM*
CCN(CC)C(=O)CCc1c(C)nn(-c2ccccc2)c1Oc1ccc(F)cc1F	i
CC(C)(C)C(=O)N1CC[C@H]2CC(=O)N(Cc3cccnc3)CC[C@H]2C1	6%[44.1 µM]
Cc1ccc(F)cc1CNC(=O)CCc1nnc(CCc2c[nH]c3ccccc23)o1	i
CCOC(=O)c1ccc(Nc2nc(N)c3cc(OC)c(OC)cc3n2)cc1	1.3µM*
CCOCCCn1c(=N)c(S(=O)(=O)c2ccccc2)cc2c(=O)n3cc(C)ccc3nc21	28%
Cc1cccc2sc(N(Cc3cccnc3)C(=O)C3CCCCC3)nc12	?
N#Cc1cccc(C(=O)NC2CCN(c3cc(-c4ccc(Cl)cc4)[nH]n3)CC2)c1	-7%
COc1ccc(C(=O)NCCn2cc(SCc3cccc(F)c3)c3ccccc32)cc1OC	?
CCCCNC(=O)c1cnn2c(C)c(Cc3c(F)cccc3Cl)c(C)nc12	-7%
Cc1ncccc1C(=O)NC(CC(C)C)c1nnc2n1CCNCC2 (stereo unspecified)	2%
CCn1nccc1C(=O)N1CCC2(CC1)CC(N(C(=O)c1ccccc1)C1CC1)CCO2 (stereo unspecified)	-19%
O=C1CS(=O)(=O)C2(C(=O)N(Cc3cccc(F)c3)c3ccccc32)N1c1ccccc1 (stereo unspecified)	?
CCOCCNc1nccc(C2(c3ccccc3Cl)CCNCC2)n1	?
F[C@@H]1CN(C2CCC2)C[C@@H]1OCc1nc2ccccc2o1	?
COc1ccc(C(=O)N2CCC(N3CC4CC(C3)[C@H]3CCCC(=O)N3C4)CC2)cn1 (stereo partly specified)	-5%
CCOc1ccc(NC(=O)c2ncn(-c3ccccc3)n2)cc1	-5%
COCCn1c(=O)c2c(n1Cc1ccccc1)CN(C(=O)Cc1cccc(F)c1)CC2	18%[44.1 µM]
O=C(Cc1ccc(Cl)cc1)N1CCC2(CC1)NC(=O)N(c1cccc(F)c1)N2	?
Cc1ccc(NC2CCCN(C(=O)c3ccc(F)c(F)c3)C2)cc1C (stereo unspecified)	-8%
CNC(=O)CN1CCCC(N2CCN(c3cccc(C(F)(F)F)c3)CC2)C1 (stereo unspecified)	-23%
CCCNC(=O)C1COC2(CCN(C(=O)c3ccc(OC)cc3)CC2)N1C(=O)c1ccc(OC)cc1 (stereo unspecified)	-4%
CCOc1ccc(CNc2nc3nc(C)c(Cc4ccccc4)c(=O)n3[nH]2)cc1	0%
COc1ccc(CNC(=O)CS(=O)Cc2nc(-c3cccc(C)c3)oc2C)cc1 (stereo unspecified)	2%
CCC1c2nccn2CCCN1C(=O)Cn1c(=O)oc2ccccc21 (stereo unspecified)	13µM*
COCc1nc(N2CC3C[C@@H]4CC2C[C@H](C3)C4)c2cnn(C)c2n1	?
CCN(CC)Cc1cnc2c(C(=O)NCCc3cnccn3)cnn2c1	-6%
O=C([C@H]1C[C@H](Oc2ccccc2)CN1C(=O)c1cc(F)ccc1F)N1CCOCC1	-30%
CC(=O)N1CCN(c2csc3ccc(Cl)cc3c2=O)CC1	-1%
CCn1ccc2cc(S(=O)(=O)N3CCC(C(=O)NCc4ccc(OC(C)C)cc4)CC3)ccc21	23%
O=C(NCc1cccc(Cl)c1)c1cnc2c(c1)N(C(=O)Cc1ccc(O)cc1)CCC2	?
CN(C)c1ccc(C(=O)N2CCN(C(=O)C3CCCCC3)[C@H](C(=O)N[C@@H](CC3CCCCC3)C(N)=O)C2)cc1	?
CC(C)(C)OC(=O)N1CCC(c2c(C(=O)N3CCN(c4ncccn4)CC3)cnn2-c2ccc(F)cc2F)CC1	-18%
CC(C)Oc1ccc(C(=O)N(Cc2ccc(N(C)C)cc2)C2CCS(=O)(=O)C2)cc1 (stereo unspecified)	-4%
Cc1noc(C)c1CCC(=O)N1C[C@@H](CO)[C@H](c2ccccn2)C1	4%
CCC(=O)N1CCC(c2nc(C3CCOCC3)no2)C1 (stereo unspecified)	25%
COC(=O)[C@@H]1Cc2c([nH]c3ccccc23)[C@H]2C[C@@H](NCCNC(C)=O)C[C@@H](c3ccc(C(F)(F)F)cc3)N21	?
COCC(=O)Nc1ccc2c(c1)CN(CCc1ccccc1)C(=O)C(C)O2 (stereo unspecified)	?
Cc1nc(C)c(C(=O)NCC23CCCC=C2NC(=O)CC3)s1 (stereo unspecified)	4%
COc1ccccc1CNC(=O)Cn1nc(C)c2nn(-c3ccc(Cl)cc3)c(C)c2c1=O	19%
COc1ccc(OC)c(NC(=O)C2CCN(S(=O)(=O)c3ccc4c(c3)CC(C)N4C(C)=O)CC2)c1 (stereo unspecified)	-20%
CCOC(=O)C1(Cc2ccccc2C(F)(F)F)CCN(Cc2ccccn2)CC1	6.3µM*
COc1ccc(C(=O)N2CCC3(CC2)N=C(c2ccc(C)cc2)NO3)cc1	-7%
CC(C)(CC(=O)O)CC(=O)N1C[C@@H]2C[C@H](C1)c1ccc(-c3cc4ccccc4s3)c(=O)n1C2	i
COc1cccc(C2CC(=O)Nc3c2c(=O)[nH]c2nc4ccccc4n32)c1 (stereo unspecified)	i
CCC(C)NC(=O)N1CC(n2cc(C(=O)NCc3ccncc3)nn2)C1 (stereo unspecified)	16%
CN1CCCN(C(=O)C2CCC2)c2ccccc21	-19%
NCC(=O)NC1CC2(CCN(C(=O)Cc3ccc(O)cc3)CC2)c2ccccc21 (stereo unspecified)	?
NS(=O)(=O)c1ccc(F)c(C(=O)NCc2ccc3nonc3c2)c1	-3%
Cc1noc([C@@H]2CN(S(=O)(=O)c3c(C)noc3C)C[C@H]2C(N)=O)n1	2%
CC[C@@]1(O)CCN(C(=O)CCc2nc(-c3ccncc3)no2)C[C@H]1O	1%
CCOC(=O)N1CCN(C(=O)c2cccc(CC3CCNCC3)c2)CC1	-3%
CS(=O)(=O)c1cnc(NCCn2ccnc2)nc1C1CCCNC1 (stereo unspecified)	8%
O=C(O)c1ccc(CN2CC[C@@H](c3ccc4ccccc4c3)[C@H](O)C2)cc1	-25%
CN1CCN(C(=O)Cn2ncc3c4ccccc4n(Cc4ccc(F)cc4)c3c2=O)CC1	?
(continued)
SMILES	Pf Dd2 growth
COc1ccc(-n2c(C)c(C(C)=O)c3cc(OC(=O)COc4ccccc4)ccc32)cc1	-18%
Cc1ccc(-c2nc3ccc(Br)cn3c2Nc2ccc3c(c2)OCO3)o1	-20%
CCn1cc(C(=O)N2CCN(c3ccccc3)CC2)c(=O)c2cc(S(=O)(=O)N3CCC(C)CC3)ccc21	?
COc1ccccc1OCCNC(=O)CCC1CCN(C(=O)c2ccccc2F)CC1	i
O=C1CC(c2ccccc2)N(C(=O)C2CC2)CCCN(C(=O)c2ccncc2)CCN1 (stereo unspecified)	18%
O=C(c1ccc(N2CC3CC(C2)[C@H]2CCCC(=O)N2C3)nc1)N1CCCC1 (stereo partly specified)	10%
Cc1ccc(-n2ncc(C(=O)N3CCN(C4CCCCC4)CC3)c2C2CCN(C(=O)OC(C)(C)C)CC2)cc1C	?
CCOC(=O)C[C@@H]1C[C@@H](C(C)C)[C@H](CNS(=O)(=O)c2ccc(NC(C)=O)cc2)C=C1C	-3%
CN(CC1CCOC1)S(=O)(=O)c1ccccc1 (stereo unspecified)	67%[activator][5.79 µM]
Cc1nnn2c(C(=O)Nc3ccc(F)cc3)cccc12	i
COc1ccc2[nH]c3c(c2c1)CCNC31CCN(C(=O)c2cnccn2)CC1	?
Cn1ncc2c(C(=O)NCc3cccnc3)cc(-c3ccc([S+](C)(=O)[O-])cc3)nc21	?
CCCN1CCC2(Cc3ccccc3CN(C(=O)CCCC(=O)O)C2)C1 (stereo unspecified)	-2%
O=C(Cn1c(=O)c2ccccc2n(CC(=O)Nc2ccc(F)cc2)c1=O)NCCc1ccccc1	43%[activator]
CSc1ccc(CCNC(=O)c2ccc(-n3c(C)cc4c3CCCC4)cc2)cc1	?
O=C(NC1CC1)C1COC2(CCN(C(=O)c3cccc(Cl)c3)CC2)N1C(=O)c1ccc(F)cc1 (stereo unspecified)	i
CC(C)C1CN2CCCC2CN1 (stereo unspecified)	7%[76.6 µM]
COCCN1C(=O)CCC2(C(=O)Nc3cc(OC)cc(OC)c3)CCCC=C12 (stereo unspecified)	i
COc1ccc(S(=O)(=O)c2c(C(=O)c3ccc(C)c(C)c3)cnc3ccc(F)cc23)cc1	-22%
Cn1ccc(NC(=O)C2(C)CCCc3cnc(NCc4ccccc4)nc32)n1 (stereo unspecified)	i

Of the compounds above, these have an NH in an aromatic ring.
SMILES	Pf Dd2 growth
CCOC(=O)C1CCN(C(=O)Cn2ncc3c([nH]c4ccccc43)c2=O)CC1	77%[activator]
O=C(O)c1cccc(C2CCCN(C(=O)c3ccccc3-c3ncn[nH]3)C2)c1 (stereo unspecified)	-1%
O=C(NCCc1c[nH]c2ccccc12)c1cnc2c(c1)N(C(=O)CCc1ccccc1)CCC2	?
Cc1ccc(F)cc1CNC(=O)CCc1nnc(CCc2c[nH]c3ccccc23)o1	i
N#Cc1cccc(C(=O)NC2CCN(c3cc(-c4ccc(Cl)cc4)[nH]n3)CC2)c1	-7%
CCOc1ccc(CNc2nc3nc(C)c(Cc4ccccc4)c(=O)n3[nH]2)cc1	0%
COC(=O)[C@@H]1Cc2c([nH]c3ccccc23)[C@H]2C[C@@H](NCCNC(C)=O)C[C@@H](c3ccc(C(F)(F)F)cc3)N21	?
COc1cccc(C2CC(=O)Nc3c2c(=O)[nH]c2nc4ccccc4n32)c1 (stereo unspecified)	i
COc1ccc2[nH]c3c(c2c1)CCNC31CCN(C(=O)c2cnccn2)CC1	?

(list continues)
SMILES	Pf Dd2 growth
COCc1cc(C[C@H]2CNCC[C@H]2CC(=O)NCc2ccc(OC)c(OC)c2)no1	-8%[44.1 µM]
CCOCCCn1c(SCC(=O)NCc2ccccc2)nc2c(sc3ccccc32)c1=O	-1%
Cc1ccc(CNC(=O)C2(c3ccc(NC(=O)C(C)C)cc3)CCC2)cc1C	1%
CCn1ccc(C(=O)N2CCC(Oc3ccccc3)C2)n1 (stereo unspecified)	235%[activator]
O=C(CN1CCN(Cc2ccc(F)cc2Cl)S1(=O)=O)Nc1ccc(F)cc1	i
O=C1CCN(Cc2ccccn2)CCCC(c2nc(-c3cnccn3)no2)CCN1 (stereo unspecified)	?
CCCCn1cc(S(=O)(=O)c2ccc(OC)cc2)c(=O)c2cc(F)c(F)cc21	1%
C=C[C@H]1CN2CC[C@H]1C[C@@H]2CNC(=O)Nc1cccc(C(F)(F)F)c1	?

Assay outcomes deposited in PubChem by National Center for Advancing Translational Sciences (NCATS).
